Source: PubChem (several laboratories)
hcDAF12 agonist: activates DAF-12 receptor from parasite H. contortus | HEK293 hcDAF-12 lit1-tk-luc reporter, luminescence; 0% DMSO, 100% Δ7-dafachronic acid | 370,000 compounds, 1.4% hits | activation, % at 6.8 µM;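 active means activation above the mean of all tested compounds plus 3 SD, cut at about 5.5% in these data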;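 further: 100% = response to 3 µM Δ7-dafachronic acid high control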
ADAM17 inh: inhibits human ADAM17 | P78536 | recombinant ADAM17, EDANS/DABCYL FRET peptide cleavage | inhibition, % at 6.95 µM | 370,000 compounds, 0.83% hits;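 active means inhibition above the mean of compounds lying between control limits plus 3 SD, set per campaign, cut at about 8.5% in these data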;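 further: 0% = DMSO-only wells as the low control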
Target sequence (P78536 215-824 limits assumed): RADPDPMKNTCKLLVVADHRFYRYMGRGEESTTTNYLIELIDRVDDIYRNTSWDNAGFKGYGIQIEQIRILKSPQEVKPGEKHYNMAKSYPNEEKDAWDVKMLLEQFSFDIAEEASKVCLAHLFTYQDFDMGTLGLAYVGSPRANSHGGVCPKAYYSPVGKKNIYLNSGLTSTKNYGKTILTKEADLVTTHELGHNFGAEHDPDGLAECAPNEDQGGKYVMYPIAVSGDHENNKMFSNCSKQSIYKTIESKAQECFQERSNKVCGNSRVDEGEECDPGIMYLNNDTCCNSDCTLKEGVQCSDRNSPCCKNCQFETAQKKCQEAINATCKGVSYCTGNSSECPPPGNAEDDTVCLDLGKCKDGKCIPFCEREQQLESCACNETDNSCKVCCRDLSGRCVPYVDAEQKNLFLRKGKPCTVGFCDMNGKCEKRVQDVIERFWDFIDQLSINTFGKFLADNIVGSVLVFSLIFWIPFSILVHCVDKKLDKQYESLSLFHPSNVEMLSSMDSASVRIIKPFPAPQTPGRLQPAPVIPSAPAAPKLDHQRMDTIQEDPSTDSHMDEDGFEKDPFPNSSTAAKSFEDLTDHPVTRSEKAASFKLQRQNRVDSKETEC
DAX1 inh-1: blocks DAX1 repression of SF-1 activated StAR promoter; HEK293T StAR-luciferase reporter, SF-1/DAX-1 repression relief; inhibition, % at 6.8 µM; 370,000 compounds, 1.1% hits; AID 652010;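 active means inhibition above the mean over all tested compounds plus 3 SD, cut at about 3.6% in these data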;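 further: 0% = DAX-1 cells with DMSO and 100% = cells lacking DAX-1 with DMSO; higher inhibition means more luminescence from relief of DAX-1 repression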
hgDAF12 agonist: agonists of H. glycines DAF-12 nuclear receptor | HEK293 GAL4-hgDAF12 UAS-luciferase reporter, agonist luminescence; normalized to butyrate control | activation, % at 6.8 µM | 370,000 compounds, 1.8% hits;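 active means activation above a cutoff set at the mean of all screened compounds plus 3 SD, cut at about 10% in these data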;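 further: 0% = DMSO wells and 100% = sodium butyrate wells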
ssDAF-12 act: activators of S. stercoralis DAF-12 nuclear receptor | HEK293 ssDAF-12/GRIP1 lit1-tk-luc reporter, luminescence; % of 3 µM dafachronic acid response | 370,000 compounds, 1% hits | activation, % at 6.8 µM;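 active means activation above the mean over all tested compounds plus 3 SD, cut at about 0.9% in these data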;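 further: 0% = DMSO-only wells and 100% = 3 µM delta7-dafachronic acid wells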
FXN GAA850 act: frataxin GAA850 promoter activation. HEK293 lucGAA850 FXN promoter luciferase reporter, 24 h; percent of 10 µM SAHA response. activation, % at 6 µM. 360,000 compounds, 0.56% hits;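 active means activation above the average of all compounds screened plus 3 SD, cutoff fixed separately per campaign, cut at about 7.5% in these data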;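 further: 0% = DMSO wells and 100% = 10 µM SAHA wells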
SMARCA2 act: activators of SMARCA2 function. MG213 cells, MMTV-luciferase reporter, dexamethasone, overnight. activation, % at 9.1 µM. 370,000 compounds, 1% hits. AID 652017; in the data active means activation above about 7.8%;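 further: 0% = vehicle wells and 100% = reference activator wells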
PG9 Ab binder: small molecules binding HIV-1 gp120 antibody PG9. TR-FRET gp120-PG9 antibody binding. inhibition, % at 6.7 µM. 360,000 compounds, 0.43% hits; in the data active means inhibition above about 8.5%
ADAM10 inh: ADAM10 inhibition, QFRET primary screen; 370,000 compounds, 0.62% hits; O14672; recombinant ADAM10, EDANS/DABCYL FRET peptide cleavage, 3 h; AID 720582; inhibition, % at 7 µM;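 active means inhibition above a per-campaign cutoff equal to the mean of compounds falling between control-based bounds plus 3 SD, cut at about 20% in these data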;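 further: 0% = DMSO wells while the 100% control is not disclosed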
DAX1 inh-2: inhibitors of human orphan nuclear receptor DAX1 (NR0B1); P51843; HEK293 Gal4-DAX1 luciferase reporter, luminescence; inhibition, % at 6.75 µM; 340,000 compounds, 0.99% hits; AID 504766;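 active means inhibition above the mean over all tested compounds plus 3 SD, cut at about 4.2% in these data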;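 further: 0% = DAX1-transfected cells with DMSO and 100% = empty-vector control cells with DMSO; inhibition shows as a rise in luminescence from relieved DAX1 repression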
Target sequence (P51843 207-470 limits assumed): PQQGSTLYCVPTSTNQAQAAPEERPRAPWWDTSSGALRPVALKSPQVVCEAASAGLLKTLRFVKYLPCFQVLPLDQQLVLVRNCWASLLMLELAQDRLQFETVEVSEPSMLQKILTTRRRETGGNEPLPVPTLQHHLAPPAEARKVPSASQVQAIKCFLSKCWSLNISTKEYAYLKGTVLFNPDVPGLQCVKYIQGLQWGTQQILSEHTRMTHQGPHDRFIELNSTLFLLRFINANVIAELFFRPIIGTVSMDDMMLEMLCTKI
GC-A act: GC-A (human) enzyme activation; 370,000 compounds, 0.14% hits; activation, % at 10 µM; P16066; AID 1671463; HEK293 GC-A cells, cGMP TR-FRET, EC30 ANP; 0% at EC30 ANP, 100% saturating ANP; in the data active means activation above about 40%
* hit, by the source's call. No enrichment for hits. About 6.8% of those tested had a hit in this group.

The first 2 entries (preview)
`Cc1noc(C)c1COc1cccc(C(=O)NC(C)(C)C)c1` gave hcDAF12 agonist -0.6, ADAM17 inh -3, DAX1 inh-1 -0.1, hgDAF12 agonist 1.4, ssDAF-12 act -1.0, FXN GAA850 act -0.4, SMARCA2 act -1, PG9 Ab binder -1.9, ADAM10 inh -3, DAX1 inh-2 1.5 and GC-A act 2.
Screening CCC(CO)Oc1cc(NC(=O)c2cccc3ccccc23)c2ncn(C(C)C)c2c1 (configuration not stated) returned hcDAF12 agonist -0.8, ADAM17 inh 2, DAX1 inh-1 -0.9, hgDAF12 agonist -1.8, ssDAF-12 act -1.6, FXN GAA850 act -0.2, SMARCA2 act -1, PG9 Ab binder 1.6, ADAM10 inh -5, DAX1 inh-2 -0.9 and GC-A act -1.

The listing, previewed entries included:
`Cc1noc(C)c1COc1cccc(C(=O)NC(C)(C)C)c1` gave hcDAF12 agonist -0.6, ADAM17 inh -3, DAX1 inh-1 -0.1, hgDAF12 agonist 1.4, ssDAF-12 act -1.0, FXN GAA850 act -0.4, SMARCA2 act -1, PG9 Ab binder -1.9, ADAM10 inh -3, DAX1 inh-2 1.5 and GC-A act 2.
Screening CCC(CO)Oc1cc(NC(=O)c2cccc3ccccc23)c2ncn(C(C)C)c2c1 (configuration not stated) returned hcDAF12 agonist -0.8, ADAM17 inh 2, DAX1 inh-1 -0.9, hgDAF12 agonist -1.8, ssDAF-12 act -1.6, FXN GAA850 act -0.2, SMARCA2 act -1, PG9 Ab binder 1.6, ADAM10 inh -5, DAX1 inh-2 -0.9 and GC-A act -1.
Nc1cccc(Nc2ccccc2)c1 was read as hcDAF12 agonist -1.7, ADAM17 inh 1, DAX1 inh-1 1.1, hgDAF12 agonist 1.2, ssDAF-12 act -1.6, FXN GAA850 act 0.7, SMARCA2 act 4, PG9 Ab binder -0.6, ADAM10 inh 8, DAX1 inh-2 1.4 and GC-A act 0.
For O=C1NCCN(CC2CCN(CCc3ccc(Cl)c(Cl)c3)CC2)C1=O the results were hcDAF12 agonist 0.8, ADAM17 inh -1, DAX1 inh-1 0.0, hgDAF12 agonist -3.7, ssDAF-12 act -0.4, FXN GAA850 act -0.1, SMARCA2 act -7, PG9 Ab binder -0.8, ADAM10 inh -16, DAX1 inh-2 -1.3 and GC-A act 1.
CN1c2ccc([N+](=O)[O-])cc2N(C)C1(C)c1ccccc1 (configuration not stated) was read as hcDAF12 agonist -1.9, ADAM17 inh 2, DAX1 inh-1 -0.7, hgDAF12 agonist -3.3, ssDAF-12 act -2.0, FXN GAA850 act -0.1, SMARCA2 act -3, PG9 Ab binder -10, ADAM10 inh 6, DAX1 inh-2 -3.2 and GC-A act -7.
O=C(NC1CCCCC1)c1cc(C(=O)c2ccccc2Br)c[nH]1 was read as hcDAF12 agonist -2.1, ADAM17 inh -4, DAX1 inh-1 0.1, hgDAF12 agonist -2.0, ssDAF-12 act -1.6, FXN GAA850 act 0.1, SMARCA2 act -1, PG9 Ab binder 0.1, ADAM10 inh -8, DAX1 inh-2 6.4* and GC-A act 0.
O=C(Nc1ccc2c(c1)CN(C(=O)Nc1ccc(F)cc1)CC2)c1ccccn1 was read as hcDAF12 agonist -1.3, ADAM17 inh 2, DAX1 inh-1 -3.2, hgDAF12 agonist 4.5, ssDAF-12 act -1.2, FXN GAA850 act -4.1, SMARCA2 act -4, PG9 Ab binder -1.7, ADAM10 inh 2, DAX1 inh-2 -0.7 and GC-A act 0.
For O=C(Nc1nccs1)c1cccnc1 the results were hcDAF12 agonist 0.1, ADAM17 inh -4, DAX1 inh-1 -0.3, hgDAF12 agonist -0.1, ssDAF-12 act -1.4, FXN GAA850 act 1.2, SMARCA2 act 2, PG9 Ab binder -0.4, ADAM10 inh -12, DAX1 inh-2 0.3 and GC-A act 1.
`O=S(=O)(Nc1ccc(N2CCCCC2)cc1)c1cccs1` gave hcDAF12 agonist -0.6, ADAM17 inh 0, DAX1 inh-1 0.4, hgDAF12 agonist -2.4, ssDAF-12 act -2.5, FXN GAA850 act 0.4, SMARCA2 act -4, PG9 Ab binder 0.9, ADAM10 inh 4, DAX1 inh-2 0.0 and GC-A act 0.
Screening COc1ccc(C(C)(C)C)cc1NC(=O)C1CC=CCC1C(=O)O (configuration not stated) returned hcDAF12 agonist 2.4, ADAM17 inh 1, DAX1 inh-1 -0.1, hgDAF12 agonist 1.4, ssDAF-12 act -1.3, FXN GAA850 act 4.5, SMARCA2 act -1, PG9 Ab binder 1.3, ADAM10 inh 2, DAX1 inh-2 1.0 and GC-A act 4.
Screening NS(=O)(=O)c1ccc(CCNC(=O)COC(=O)C2CCC2)cc1 returned hcDAF12 agonist -2.4, ADAM17 inh 1, DAX1 inh-1 -0.6, hgDAF12 agonist 1.3, ssDAF-12 act -1.4, FXN GAA850 act -0.7, SMARCA2 act 5, PG9 Ab binder 3.5, ADAM10 inh -4, DAX1 inh-2 0.4 and GC-A act 3.
`Cc1ccc(-c2cc(=O)c3cc(C)ccc3[nH]2)cc1` gave hcDAF12 agonist 7.0*, ADAM17 inh -17, DAX1 inh-1 1.3, hgDAF12 agonist 8.0, ssDAF-12 act 0.6, FXN GAA850 act -4.4, SMARCA2 act 3, PG9 Ab binder -1.4, ADAM10 inh -65, DAX1 inh-2 -1.7 and GC-A act 2.
`O=C(NCCSCc1ccccc1)c1cc(S(=O)(=O)N2CCOCC2)ccc1F` gave hcDAF12 agonist -1.8, ADAM17 inh -3, DAX1 inh-1 -0.8, hgDAF12 agonist -0.1, ssDAF-12 act -1.5, FXN GAA850 act -0.3, SMARCA2 act -3, PG9 Ab binder 0.5, ADAM10 inh -1, DAX1 inh-2 -1.4 and GC-A act 4.
`Cc1cccc(C)c1OCc1nnc(SCC(=O)O)n1-c1c(C)cccc1C` gave hcDAF12 agonist 2.7, ADAM17 inh -4, DAX1 inh-1 -1.1, hgDAF12 agonist 0.2, ssDAF-12 act -1.1, SMARCA2 act -2, PG9 Ab binder 0.9, ADAM10 inh -3 and GC-A act -7.
Cc1cc(OCc2cc(C(=O)NC(C)c3cnn(C)c3)no2)cc(C)c1Cl (configuration not stated) was read as hcDAF12 agonist 4.0, ADAM17 inh 0, DAX1 inh-1 2.5, hgDAF12 agonist 16*, ssDAF-12 act 0.0, FXN GAA850 act 0.6, SMARCA2 act 4, PG9 Ab binder 0.5, ADAM10 inh 3, DAX1 inh-2 1.8 and GC-A act 1.
Screening CCOC(=O)N1CCN(C(=O)Cc2ccc(C)cc2)CC1 returned hcDAF12 agonist -1.3, ADAM17 inh -4, DAX1 inh-1 0.6, hgDAF12 agonist -1.5, ssDAF-12 act -0.9, FXN GAA850 act 2.5, SMARCA2 act 0, PG9 Ab binder 1.8, ADAM10 inh 0, DAX1 inh-2 -1.0 and GC-A act 3.
CC1(C)C(=O)NCCN1C(=O)CSc1nccc(-c2ccc(Br)cc2)n1 was read as hcDAF12 agonist -1.2, ADAM17 inh 0, DAX1 inh-1 -0.3, hgDAF12 agonist -1.3, ssDAF-12 act -1.1, FXN GAA850 act 2.0, SMARCA2 act -1, PG9 Ab binder -0.4, ADAM10 inh 6, DAX1 inh-2 -0.4 and GC-A act -2.
COc1cccc(NC(=O)C2CCCN(c3ncnc4c3nc3n4CCCCC3)C2)c1 (configuration not stated) was read as hcDAF12 agonist -0.3, ADAM17 inh 0, DAX1 inh-1 -1.0, hgDAF12 agonist -0.1, ssDAF-12 act -1.5, FXN GAA850 act 2.0, SMARCA2 act -2, PG9 Ab binder 1.1, ADAM10 inh 1, DAX1 inh-2 -0.2 and GC-A act -2.
For O=C(CCc1nc2ccccc2c(=O)[nH]1)OCC(=O)c1cccc(Cl)c1 the results were hcDAF12 agonist 0.5, ADAM17 inh -5, DAX1 inh-1 0.2, hgDAF12 agonist -3.6, ssDAF-12 act -1.6, FXN GAA850 act 2.7, SMARCA2 act -5, PG9 Ab binder -0.7, ADAM10 inh -7, DAX1 inh-2 1.2 and GC-A act -3.
CCCCCCNC(=O)Cc1ccc(Br)cc1 was read as hcDAF12 agonist -2.8, ADAM17 inh 0, DAX1 inh-1 -0.6, hgDAF12 agonist -1.2, ssDAF-12 act -1.5, FXN GAA850 act 1.4, SMARCA2 act -2, PG9 Ab binder -0.9, ADAM10 inh 4, DAX1 inh-2 -0.4 and GC-A act 0.
`COc1ccc(/C=N/NS(=O)(=O)c2ccc(F)cc2)cc1COc1cc(F)ccc1[N+](=O)[O-]` gave hcDAF12 agonist -0.8, ADAM17 inh 3, DAX1 inh-1 0.0, hgDAF12 agonist -1.4, ssDAF-12 act -1.7, FXN GAA850 act 1.0, SMARCA2 act -1, PG9 Ab binder -2.3, ADAM10 inh -2, DAX1 inh-2 -1.1 and GC-A act -1.
`Cc1ccc2cc(C3CC(c4ccco4)=NN3S(=O)(=O)c3ccccc3)c(Cl)nc2c1` (configuration not stated) gave hcDAF12 agonist -3.3, ADAM17 inh 2, DAX1 inh-1 -0.7, hgDAF12 agonist -3.3, ssDAF-12 act -2.3, FXN GAA850 act 2.3, SMARCA2 act 0, PG9 Ab binder 0.1, ADAM10 inh 6, DAX1 inh-2 -2.0 and GC-A act 0.
CCCCN(CCCC)CCNC(=O)CN1C(=O)CSc2ccc(S(=O)(=O)N3CCCCC3)cc21 was read as hcDAF12 agonist 2.2, ADAM17 inh -2, DAX1 inh-1 0.1, hgDAF12 agonist 2.3, ssDAF-12 act -1.1, FXN GAA850 act -5.5, SMARCA2 act 7, PG9 Ab binder -1.2, ADAM10 inh 1, DAX1 inh-2 0.2 and GC-A act -9.
Screening CN1CCN(c2ccc(C(=O)c3ccc(F)cc3)cc2)CC1 returned hcDAF12 agonist 8.9*, ADAM17 inh -1, DAX1 inh-1 1.9, hgDAF12 agonist 12*, ssDAF-12 act -0.5, FXN GAA850 act 2.9, SMARCA2 act 6, PG9 Ab binder -1.9, ADAM10 inh 0, DAX1 inh-2 1.9 and GC-A act 15.
For COc1ccccc1C(=O)NC1CCCCN(Cc2cccc(Cl)c2)C1=O (configuration not stated) the results were hcDAF12 agonist 2.2, ADAM17 inh 0, DAX1 inh-1 -0.9, hgDAF12 agonist 6.2, ssDAF-12 act -1.6, SMARCA2 act -4, ADAM10 inh 1 and GC-A act 0.
Screening O=C(C1=C[C@@H]2[C@H]3C(=O)N(c4ccc(Cl)cc4)C(=O)[C@H]3[C@@H](C(=O)c3ccc(Cl)cc3)N2C=C1)c1ccccc1 returned hcDAF12 agonist 0.5, ADAM17 inh -1, DAX1 inh-1 0.1, hgDAF12 agonist 2.4, ssDAF-12 act 0.2, FXN GAA850 act 1.7, SMARCA2 act 0, PG9 Ab binder -1.4, ADAM10 inh 0, DAX1 inh-2 -0.9 and GC-A act -2.
`O=S(=O)(NCCOC12CC3CC(CC(C3)C1)C2)c1cccc2nsnc12` gave hcDAF12 agonist -0.4, ADAM17 inh 4, DAX1 inh-1 -0.9, hgDAF12 agonist -1.9, ssDAF-12 act -1.6, FXN GAA850 act 3.8, SMARCA2 act 0, PG9 Ab binder -3.5, ADAM10 inh 7, DAX1 inh-2 0.2 and GC-A act -1.
